Screening data from PubChem.
CHOP inhibitor: CHOP inhibition in unfolded protein response; 220,000 compounds, 3.8% hits; CHO-K1 CHOP-promoter luciferase, tunicamycin-induced, 15-18 h; inhibition, % at 10 µM;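 active means compounds that reduced the stress-induced luciferase reporter signal by more than about 70% of percent inhibition, limit read from the data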;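 further: 0% = tunicamycin plus vehicle and 100% = wells without tunicamycin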
S1P4 antagonist: blocks the human S1P4 receptor. inhibition, % at 4.98 µM. O95977. 220,000 compounds, 0.26% hits. S1P4-expressing cells, antagonist mode, reporter read-out. AID 1510; in the data active means inhibition above about 29%;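 further: 0% = wells stimulated with agonist and 100% = vehicle wells without agonist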
Target sequence (O95977 whole entry, looked up): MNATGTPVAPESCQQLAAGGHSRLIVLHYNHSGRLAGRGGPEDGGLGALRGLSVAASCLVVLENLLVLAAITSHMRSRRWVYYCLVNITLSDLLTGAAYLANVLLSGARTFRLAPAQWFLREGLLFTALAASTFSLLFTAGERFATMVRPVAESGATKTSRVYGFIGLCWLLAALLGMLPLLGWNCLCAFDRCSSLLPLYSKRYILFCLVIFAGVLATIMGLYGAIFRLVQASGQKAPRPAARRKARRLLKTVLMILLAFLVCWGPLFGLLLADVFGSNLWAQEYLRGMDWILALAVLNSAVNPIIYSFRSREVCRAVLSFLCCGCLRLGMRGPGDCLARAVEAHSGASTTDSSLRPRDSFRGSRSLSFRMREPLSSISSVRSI
NPY2 pot ag: potentiates or activates human NPY-Y2 receptor; P49146; cells expressing NPY-Y2, potentiator/agonist read-out; activation, % at 3.6 µM; 220,000 compounds, 0.45% hits; AID 1359; in the data active means activation above about 27%;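 further: cells stimulated with NPY near EC25 plus isoproterenol at EC100; 0% = vehicle plus submaximal agonist and 100% = vehicle plus saturating agonist; some results beyond the cut were filed as inactive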
S1P4 agonist: human S1P4 receptor agonism. S1P4-expressing cell line, agonist reporter assay. activation, % at 4.98 µM. 220,000 compounds, 0.35% hits. AID 1509; in the data active means activation above about 11%;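 further: 0% = DMSO vehicle and 100% = reference agonist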
NPY-Y1 antag: blocks the human neuropeptide Y Y1 receptor; inhibition, % at 3.6 µM; HEK293-CNG Y1 cells, membrane potential fluorescence; NPY at EC95, then isoproterenol; 200,000 compounds, 1% hits; P25929;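 active means inhibition above the campaign mean inhibition of all tested compounds plus 3 SD, cut at about 20% in these data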;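 further: 0% = DMSO wells given NPY plus isoproterenol and 100% = isoproterenol alone without NPY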
Target sequence (P25929 whole entry, looked up): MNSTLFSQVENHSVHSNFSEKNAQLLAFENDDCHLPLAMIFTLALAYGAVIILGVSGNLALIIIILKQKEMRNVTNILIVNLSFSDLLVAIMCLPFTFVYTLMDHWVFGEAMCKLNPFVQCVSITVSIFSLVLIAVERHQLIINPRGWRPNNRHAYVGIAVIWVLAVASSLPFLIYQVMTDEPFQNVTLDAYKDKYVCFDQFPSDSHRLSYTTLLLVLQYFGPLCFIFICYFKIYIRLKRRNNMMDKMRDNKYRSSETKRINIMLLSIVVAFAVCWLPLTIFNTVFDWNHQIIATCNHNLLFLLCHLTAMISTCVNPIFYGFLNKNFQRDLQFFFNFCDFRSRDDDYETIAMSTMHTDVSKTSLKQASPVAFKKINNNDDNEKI
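material = HEK293 cells with Y1 receptor plus CNG channel | also added = NPY 25 nM then isoproterenol 1 µM plus Ro 20-1724 25 µM | schedule = dye 3 h, compound 60 min room temperature, stimulation 45 min | measured by = membrane potential fluorescence | benchmarks = high control isoproterenol alone, low control NPY with isoproterenol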
Ba/F3 V617F tox: loss of viability in JAK2V617F-driven Ba/F3 cells; Ba/F3 EpoR-JAK2V617F viability, ATP luminescence; inhibition, % at 5.6 µM; 220,000 compounds, 1.1% hits; AID 1446;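 active means inhibition above the campaign mean plus 3 SD over all tested compounds, cut at about 24% in these data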;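 further: cytokine-independent growth of Ba/F3 cells driven by EpoR plus mutant JAK2; 0% = DMSO-treated cells and 100% = JAK inhibitor I control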
BaF3 tox: counter-screen for JAK2V617F inhibitors: parental Ba/F3 viability inhibitors; 220,000 compounds, 1.1% hits; CellTiter-Glo ATP luminescence; inhibition, % at 5.6 µM;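 active means inhibition above a per-campaign cutoff, the mean inhibition of all tested compounds plus 3 SD, cut at about 27% in these data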;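 further: 0% = DMSO wells and 100% = JAK Inhibitor I control wells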
p47phox inh: inhibitors of human p47phox binding; P14598; p47phox/p22phox peptide binding, fluorescence polarization, 2 h; inhibition, % at 24.7 µM; 220,000 compounds, 0.53% hits; AID 1274;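 active means inhibition above about 30%, limit read from the data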;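 further: 0% = p47phox with labelled peptide and 100% = labelled peptide alone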
NPY1 pot ag: potentiates or activates human NPY-Y1 receptor | P25929 | NPY-Y1 expressing cells, potentiator/agonist activation | activation, % at 3.6 µM | 220,000 compounds, 0.37% hits; in the data active means activation above about 33%, passing the limit was not always enough;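 further: cells stimulated with NPY at EC10 then isoproterenol at EC100; 0% = low agonist plus stimulus and 100% = saturating agonist plus stimulus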
* marks the source's active call; other numbers are inactive results; . = no result given. Rows were taken by chance; 7.1% or so of the library scored in one or more.

Values in the order – CHOP inhibitor | S1P4 antagonist | NPY2 pot ag | S1P4 agonist | NPY-Y1 antag | Ba/F3 V617F tox | BaF3 tox | p47phox inh | NPY1 pot ag
CN1C(=O)C(O)(C2OC(C)(C)CCC2=O)c2ccccc21 (stereo not given)
→ 5 | -1 | 4 | -0.8 | 4 | -4 | 2 | -7 | 8
Cc1c(Cl)c(C(=O)NNC(=S)Nc2ccccc2)nn1C
→ 0 | -3 | -12 | -0.4 | 5 | -2 | 1 | -9 | -18
FC(F)(F)c1cccc(Nc2cc(-c3ccccc3)nc3ncnn23)c1
→ 21 | -1 | -7 | 0.0 | . | -1 | 4 | -2 | -24
COc1ccc(CN2CCN(S(=O)(=O)c3ccc(NC(C)=O)cc3)CC2)cc1OC
→ -11 | -18 | -3 | 2.2 | -5 | -2 | 5 | -4 | 2
CCN1C(=O)CC(C(=O)O)SC1=Nc1ccc(OC)cc1 (stereo not given)
→ 7 | -5 | -4 | -3.1 | -2 | -3 | 1 | -3 | -1
CC(=O)c1ccc(OCCCC(=O)NC(C)c2ccc(S(N)(=O)=O)cc2)cc1 (stereo not given)
→ 4 | -9 | 4 | 0.9 | 2 | 0 | 3 | -1 | 15
CCOc1ncccc1C(=O)OCC(=O)NC(=O)NC(C)C
→ -1 | -13 | -4 | 1.1 | 3 | 1 | 3 | -3 | -18
COC(=O)c1ccc(CN2CCCCC2)cc1
→ -2 | 1 | 6 | 1.3 | . | -2 | -1 | -8 | 4
CCCC(CCC(=O)Nc1ccc(C(=O)OC)cc1)C(=O)O (stereo not given)
→ -19 | -9 | -11 | 0.2 | 12 | 0 | 4 | -3 | -22
CCOC(=O)C(C)n1nc(/C=C/c2ccc(OC)cc2)ccc1=O (stereo not given)
→ 1 | -7 | 2 | 0.6 | 7 | -3 | 0 | -5 | -2
O=C(CC1(O)C(=O)Nc2ccccc21)c1cccnc1 (stereo not given)
→ 9 | -13 | -3 | 2.3 | 0 | 0 | 2 | 7 | -4
O=C(O)c1ccc(/C=N/n2cc(-c3ccccc3)[nH]c2=S)cc1
→ 5 | -13 | -4 | -0.6 | . | -2 | 3 | -5 | 12
CCCCC(c1nnnn1CC1CCCO1)N1CCN(c2cccc(C)c2C)CC1 (stereo not given)
→ 1 | -8 | -20 | 0.1 | 15 | 2 | 3 | -8 | -16
O=S(=O)(c1ccc(Cl)cc1)N1CCNCC1
→ -9 | -12 | 4 | -1.1 | 0 | -3 | 0 | -9 | -12
NNC(=O)c1ccncc1
→ 9 | -7 | 18 | -0.8 | 6 | -3 | 2 | -7 | -10
COc1ccccc1N(CN1C(=O)c2ccccc2C1=O)C(=O)c1cccc(C)c1
→ 1 | -18 | 4 | 0.3 | 4 | -1 | 0 | -1 | 7
O=C(Nc1ccc2c(c1)OCO2)c1ccncc1
→ -2 | 5 | 8 | 0.5 | -6 | -6 | -2 | -3 | 0
Cc1cccc(OCCSc2ncnc3nc[nH]c23)c1
→ 16 | -3 | 11 | 0.2 | 0 | 4 | 7 | -1 | 17
O=C(CSc1nccc(=O)[nH]1)N1CCN(c2ccccc2)CC1
→ 3 | -19 | 0 | 0.7 | 2 | 1 | 9 | -22 | -7
Cn1c(=O)[nH]c(=O)c2c1nc(Sc1nc3ccccc3s1)n2Cc1ccccc1
→ 47 | -4 | 15 | -0.8 | 3 | -2 | 4 | -6 | 25
O=S(=O)(c1ccc(Oc2ccc3oc4ccccc4c3c2)nc1)N1CCCC1
→ -35 | -22 | 2 | -0.6 | 7 | 0 | 3 | -4 | 3
Nc1cc(N)nc(SCCOc2ccccc2F)n1
→ 41 | -12 | 0 | 0.2 | -1 | 0 | 2 | -1 | 2
S=C(NCC1CCCO1)NC1CCCCC1 (stereo not given)
→ -1 | -6 | 0 | 0.7 | 4 | -2 | 7 | -2 | 13
CNCCCNC(=O)c1ccc(/C=N/O)nc1
→ -8 | -19 | -1 | -0.5 | -4 | -1 | 8 | 3 | 1
Cc1cc(/C=C(\C#N)C(=O)Nc2ccccc2)c(C)n1-c1ccc2c(c1)OCO2
→ 0 | -5 | -13 | -1.4 | 1 | 4 | -1 | -67 | -8
O=C(/C=N/O)NCC1CCNCC1
→ 14 | 2 | -6 | 1.6 | 1 | -2 | 2 | -5 | 2
CCCNC(=O)NC1CCCCCCC1
→ 12 | 2 | 11 | -0.8 | -2 | 2 | -1 | -1 | 4
CCOC(=O)N1CCC(NC(=O)c2csc3c2CCCC3)CC1
→ -7 | -5 | 6 | -0.9 | -2 | -2 | 6 | -3 | 3
O=C(O)c1c2c(nc3ccc(S(=O)(=O)N4CCC(C(=O)NC5CCCC5)CC4)cc13)CCCCC2
→ 22 | -1 | 3 | 0.9 | 4 | -2 | 4 | -5 | 11
C/C(=N\NC(=O)Cn1nc(C)c([N+](=O)[O-])c1C)c1ccc(Cl)s1
→ 18 | 14 | -1 | 0.4 | . | 3 | -5 | -3 | -11
Cn1cc(/C=N/NC(=O)COc2ccccc2[N+](=O)[O-])c2ccccc21
→ 1 | -5 | 0 | -4.5 | -2 | -1 | 7 | 3 | -14
CCN(CC)c1ccc(/C=N/NC(=S)NCc2ccccc2)c(O)c1
→ 100* | 2 | -2 | 2.3 | -3 | -1 | 4 | -17 | 15
COc1ccc(S(=O)(=O)N(C)c2ccc(C(=O)N3CCC(C(N)=O)CC3)cc2)cc1OC
→ -6 | -17 | -15 | -1.3 | -3 | 6 | 1 | -3 | -3
O=[N+]([O-])c1ccccc1OCC(O)CNC1CCCC1 (stereo not given)
→ -9 | -6 | 104* | 1.5 | . | -1 | -8 | -4 | 112*
Cc1cc(C(=O)COC(=O)c2ccco2)c(C)n1Cc1ccco1
→ 51 | -12 | 0 | 0.8 | 7 | -4 | 2 | -19 | 2
COC(=O)c1ccncc1C(=O)Nc1ccc(F)cc1
→ -11 | -12 | 0 | 0.4 | -3 | -2 | -2 | -2 | 6
O=C(c1sc(N2CCOCC2)nc1-c1ccccc1)N1CCCCC1
→ 1 | -8 | 1 | 0.0 | 6 | 8 | 11 | -25 | -17
COC(=O)c1[nH]c2ccc(Cl)cc2c1NC(=O)C1CC1
→ -3 | -12 | 1 | 1.7 | 13 | 3 | 0 | -7 | -5
O=C(O)c1ccc(NC(=O)c2cn(-c3ccccc3)nc2-c2ccc(F)cc2)cc1
→ 8 | 2 | 6 | 0.9 | 0 | 1 | 6 | -24 | 17
CCNC(=O)COC(=O)c1ccc(-n2nc(C)cc2C)cc1
→ -15 | 0 | -6 | 2.4 | 0 | 2 | 8 | 14 | -10
COc1ccc2c(c1)sc1nc(-c3ccccc3)cn12
→ . | -3 | -10 | 1.0 | -4 | 70* | 69* | -2 | -9
Cc1ccccc1NC(=O)c1ccccc1O
→ 0 | -16 | 8 | -1.5 | 4 | -1 | 2 | 0 | 21
O=C(O)c1ccc2nc(-c3ccccc3)sc2c1
→ 42 | -5 | 11 | 1.1 | -3 | 1 | 8 | 9 | -21
CCOC(=O)N1CCN(S(=O)(=O)c2cc(C)c(C)cc2C)CC1
→ 6 | -3 | -7 | 1.6 | 0 | 1 | 1 | -14 | -4
COc1ccc(C2=NCC(CSc3nnnn3C)S2)cc1 (stereo not given)
→ 18 | -10 | 12 | 0.7 | -2 | -2 | 2 | 10 | 5
N/C(CN1CCCCC1)=N\S(=O)(=O)c1cc(Cl)cc(Cl)c1
→ 8 | -1 | 6 | 0.0 | . | -3 | -2 | -7 | 13
C=CCNc1nc(Nc2ccc(Cl)cc2)nc(OC)n1
→ 25 | 3 | -5 | 1.3 | -3 | 3 | 11 | 1 | 7
COc1cc(/C=C/C(=O)O)ccc1S(=O)(=O)N1CCCc2ccccc21
→ -26 | -37 | 0 | -0.7 | 3 | -3 | -1 | -4 | 15
Cc1csc2c(=O)sc(NC(=O)c3cccs3)nc12
→ -6 | 4 | -6 | 2.9 | . | -2 | 4 | -30 | -4
CCOc1cccc(/C=N/NS(=O)(=O)c2ccc(C)c([N+](=O)[O-])c2)c1O
→ 21 | -11 | -10 | -1.8 | 7 | -2 | 2 | 5 | -3

The list continues:
Values in the order – CHOP inhibitor | S1P4 antagonist | NPY2 pot ag | S1P4 agonist | NPY-Y1 antag | Ba/F3 V617F tox | BaF3 tox | p47phox inh | NPY1 pot ag
Cc1cc(/C([O-])=C(/C(=S)Nc2ccc(F)cc2)[n+]2ccccc2)c(C)n1-c1ccc(F)cc1
→ 17 | 6 | -16 | -4.3 | 7 | 10 | 9 | -24 | 14
O=C(CCS(=O)(=O)Cc1ccccc1)N1CCN(Cc2ccccc2)CC1
→ -15 | -19 | -17 | 1.2 | -2 | 0 | 6 | -6 | 9
Cn1ncc(N=Cc2c(O)ccc3ccccc23)c1C(=O)N1CCOCC1
→ . | -28 | -13 | 1.9 | 1 | 1 | 2 | . | -5
CCc1ccccc1NC(=O)CSc1nnc(CCNC(=O)OC(C)(C)C)o1
→ 16 | 9 | -5 | 1.6 | . | 1 | 1 | -7 | -3
COc1ccccc1NC(=O)c1cc2ccccc2o1
→ -16 | -26 | -22 | 1.0 | 11 | -3 | -1 | -15 | 0
N#Cc1ccc(S(=O)(=O)N2CCc3[nH]c4ccc(F)cc4c3C2)cc1
→ -4 | -1 | 22 | 0.5 | . | -3 | 2 | -13 | 26
CCC(C(=O)OCC(=O)Nc1ccc(OC)cc1OC)c1ccccc1 (stereo not given)
→ 8 | 2 | -18 | -1.4 | 1 | 5 | 7 | 2 | -9
COc1cccc2[nH]c3c(N4CCc5ccccc5C4)ncnc3c12
→ -30 | -6 | -18 | 1.8 | . | -5 | 1 | -22 | -3
Cc1cc(N/N=C/c2cccc(F)c2)nc(NCc2ccccc2)n1
→ -25 | -14 | -14 | 1.8 | . | -3 | -4 | -19 | -35
CCCN1CCC(N2CCCC(C(=O)O)C2)CC1 (stereo not given)
→ -11 | 0 | -13 | -2.4 | 1 | 8 | 8 | -1 | 5
COc1ccc(C(CCNCc2ccc(OC)c(OC)c2)c2ccc(F)cc2)cc1 (stereo not given)
→ 17 | 0 | -15 | 1.8 | . | 2 | 0 | -6 | -8
COc1ccc(CNc2ncnc3cc(OC)c(OC)cc23)cc1
→ 11 | -17 | -19 | -0.2 | 2 | -2 | 2 | -5 | -20
CCOc1cc(C(N)=O)cc(Br)c1OCc1ccccc1
→ 14 | 7 | -12 | -0.1 | 2 | 6 | 2 | -9 | 7
COc1ccc(CCNC(=O)c2nnn(-c3cc(C)cc(C)c3)c2N)cc1OC
→ 29 | 4 | -10 | -0.6 | -2 | -2 | 6 | -7 | 14
